High-throughput results deposited in PubChem by Broad Institute.
RAD54 branch: inhibitors of human RAD54 branch migration, primary screen, biochemical, fluorescence, single point; RAD54 Holliday junction branch migration, FAM/BHQ fluorescence; inhibition, % at 10.4 µM; 360,000 compounds, 0.14% hits; AID 602329, 2012;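 active means mean normalized replicate activity at least 40 and at least half of replicates scoring 40 or more; inconclusive means only one of the two criteria met; inactive means mean below 40 and under half of replicates reaching 40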;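 further: 0% = median of neutral control wells and 100% = median of positive control wells; inhibitors cause a drop in the FAM fluorescence signal; in these data hits start at about 50%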
Target sequence (Q92698 whole entry, looked up): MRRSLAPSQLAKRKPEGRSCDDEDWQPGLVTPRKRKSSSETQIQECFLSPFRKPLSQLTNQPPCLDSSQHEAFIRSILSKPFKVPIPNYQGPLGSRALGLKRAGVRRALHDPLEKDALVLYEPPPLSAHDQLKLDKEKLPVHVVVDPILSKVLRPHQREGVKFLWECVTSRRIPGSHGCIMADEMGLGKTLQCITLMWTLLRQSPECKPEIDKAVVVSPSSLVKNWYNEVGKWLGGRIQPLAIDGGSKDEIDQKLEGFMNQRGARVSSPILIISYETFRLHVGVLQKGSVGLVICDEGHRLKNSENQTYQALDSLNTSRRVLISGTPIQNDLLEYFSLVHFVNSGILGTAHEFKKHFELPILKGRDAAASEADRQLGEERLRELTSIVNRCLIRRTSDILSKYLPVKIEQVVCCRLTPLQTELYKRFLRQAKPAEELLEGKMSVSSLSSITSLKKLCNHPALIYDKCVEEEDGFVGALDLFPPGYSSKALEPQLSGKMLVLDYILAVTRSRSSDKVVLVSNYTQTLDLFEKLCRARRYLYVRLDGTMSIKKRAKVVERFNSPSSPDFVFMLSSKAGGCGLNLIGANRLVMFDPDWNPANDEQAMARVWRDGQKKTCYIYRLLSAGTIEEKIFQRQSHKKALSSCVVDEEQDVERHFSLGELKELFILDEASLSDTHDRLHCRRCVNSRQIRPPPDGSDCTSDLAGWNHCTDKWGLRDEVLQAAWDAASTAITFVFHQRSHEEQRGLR
CASP6 VEID inh: human caspase-6 inhibitors, primary screen, biochemical, VEID-R110 fluorescence, single point, set 2; P55212; purified caspase-6, Z-VEID-R110 cleavage fluorescence; inhibition, % at 12.5 µM; 350,000 compounds, 0.53% hits; AID 686996, 2013;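 active means mean inhibition across replicates at least about 35%, with every replicate also reaching that limit, limit read from the data; inconclusive means only one of the two criteria met; inactive means neither criterion met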;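 further: 0% = median of neutral control wells and 100% = no fluorescence left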
Target sequence (P55212 24-179 limits assumed): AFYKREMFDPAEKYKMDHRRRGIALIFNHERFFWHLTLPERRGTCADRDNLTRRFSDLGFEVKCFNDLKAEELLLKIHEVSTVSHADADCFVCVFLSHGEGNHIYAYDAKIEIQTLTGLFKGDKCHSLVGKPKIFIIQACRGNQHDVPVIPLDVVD
Target sequence (P55212 194-293 limits assumed): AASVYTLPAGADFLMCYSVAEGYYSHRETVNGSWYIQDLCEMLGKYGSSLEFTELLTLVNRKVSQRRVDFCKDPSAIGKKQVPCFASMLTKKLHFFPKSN
E-sel inducer: E-selectin induction in HUVECs, primary screen, imaging, HUVEC, immunofluorescence imaging, single point; 260,000 compounds, 0.37% hits; normalized: neutral wells 0, TNF-alpha wells 100; activation, % at 7.58 µM; P16581;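 active means mean E-selectin-positive cell signal at least 10% of the positive control, reached in at least 60% of replicates, without over 20% cell loss; inconclusive means no rule given, readout overlaps actives, possibly toxicity-flagged; inactive means the rest, including those meeting only one limit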;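 further: in these data hits start at about 27%; measured in HUVEC primary endothelial cells; signal is the percent of cells scored E-selectin positive by PE staining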
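Material: HUVEC primary endothelial cells; Amount: 3,000 cells per well; Dosing: single concentration; Medium: EGM-2 growth medium on 0.1% gelatin-coated wells; Read-out basis: percent E-selectin-positive cells; Signal: immunofluorescence imaging; Control set: TNF-alpha, DMSO.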
GSIS activator: GLuc luminescence reporter in INS-1E cells, primary screen for activators of glucose-dependent secretion of insulin; AID 743287, 2014; activation, % at 16.6 µM; INS-1E GLuc reporter insulin secretion, 2-3 h; 370,000 compounds, 0.61% hits;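 active means lowest replicate activation of at least 40%, so every replicate reaches that level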;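 further: 0% = median of neutral control wells and 100% = median of IBMX positive control wells; some compounds called inactive have numbers as strong as hits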
DENV2 CPE rescue: inhibitors of DENV2 cytopathic effect, primary screen, cell-based, plate reader, single concentration. DENV2-infected cells, cytopathic effect rescue. CPE inhibition, % at 9.99 µM. 350,000 compounds, 1.7% hits. AID 651640, 2012; in the data active means CPE inhibition above about 20%, passing the limit was not always enough; inconclusive means no clear call, values can overlap the other calls; tested in BHK-21 cells;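 further: 0% = median of neutral control wells and 100% = median of positive control wells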
XiGFP reactiv: activators of inactive X chromosome reactivation, primary screen, imaging, XiGFP fibroblasts, GFP high-content imaging, set 2. XiGFP mouse fibroblasts, % GFP-positive cells imaging, 3 d; cells co-treated with 5-aza-dC sensitizer; scaled so ellipticine positive control = 100%. activation, % at 7.58 µM. 360,000 compounds, 0.055% hits;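 active means mean normalized replicate activation at least 10% and every replicate at or above 10%; inconclusive means only one of the two criteria met; inactive means mean below 10% and not all replicates reach 10%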;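 further: 0% = median of on-plate neutral control wells and 100% = ellipticine 6 µM median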
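System: SV40-immortalized XiGFP fibroblast cells, line 68-5-11 / Incubation: 3-day compound exposure, then 15 min fixation at room temperature / Compound: single concentration per compound, delivered by pin transfer / Buffer or medium: DMEM plus 5-aza-dC sensitizer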
CFTR F508del cor: F508del CFTR correction, initial screen, CFBE line, single point | activity (quench increase), % at 7.58 µM | CFBE cells, YFP halide quenching; stimulated with forskolin plus potentiator P3; % fluorescence drop versus neutral controls | 350,000 compounds, 0.36% hits;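 active means mean added fluorescence quench of at least 8% versus neutral control, with both replicates also reaching 8%; inconclusive means only one of the mean or replicate conditions met; inactive means mean below 8% and not both replicates reaching 8%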;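 further: cells transiently co-express mutant CFTR-F508del with the halide-sensitive YFP; corrector assay measuring rescue of mutant channel to the surface after 24 h compound exposure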
RAD52 anneal inh: RAD52 DNA annealing inhibitors, primary screen, biochemical, FRET, single point, set 2. recombinant RAD52 DNA annealing, FRET fluorescence. inhibition, % at 18.7 µM. 360,000 compounds, 0.46% hits;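 active means every replicate showing at least 50% inhibition; inconclusive means mean inhibition at least 50% but not in every replicate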
Active calls of the source: *; ? = inconclusive; · = no result given; & = joins results of further samples.

SMILES	RAD54 branch	CASP6 VEID inh	E-sel inducer	GSIS activator	DENV2 CPE rescue	XiGFP reactiv	CFTR F508del cor	RAD52 anneal inh
CN1C(=O)c2cc(NC(=O)c3ccc(C#N)cc3)ccc2OC[C@H]2O[C@@H](CC(=O)NCc3ccc4c(c3)OCO4)CC[C@@H]21	-1	-3	0.2	7	-2	0.2	·	11
CCCC(=O)NNC(=O)c1ccoc1C	·	1	·	3	-1	0.3	·	-16
CCCCNC(=O)C1(C)CCCCN1C(=O)c1cc2ccccc2s1 (stereo not given)	-6	1	-0.1	6	3	0.0	-0.9	-1
C[C@@H]1CN([C@@H](C)CO)C(=O)c2cc(NS(=O)(=O)c3ccccc3)ccc2O[C@@H]1CN(C)CC1CCCCC1	-8	-1	0.2	2	-3	0.2	0.5	-18
CC(=O)N(C)C[C@@H]1Oc2ncc(-c3ccccc3C)cc2C(=O)N([C@H](C)CO)C[C@@H]1C	1	0	-0.2	23	16	0.0	-0.7	3
O=C(Nc1cccc(F)c1)C1CCN(S(=O)(=O)c2cccc3nonc23)CC1	0	-5	·	11	7	0.1	1.3	-10
CC(C)(C)OC(=O)N(CCc1ccccc1)Cc1cccc(OCc2cccc(NC(=O)/C=C/c3ccccc3)c2)c1	5	0	1.3	11	-2	0.2	0.8	-6
Cc1ccc(-c2nn(-c3ccccc3)cc2/C=C2\SC(=S)N(CCCCCC(=O)O)C2=O)o1	-29	50*	·	8	1	-0.1	1.2	-420
CCOC(=O)C(C)OC(=O)C1=C(C)NC(=O)NC1c1ccc2c(c1)OCO2 (stereo not given)	6	-1	·	-10	1	0.0	-7.4	-9
COc1cc(OC)c(C(=O)NC23CC4CC(CC(C4)C2)C3)cc1OC	-3	-3	·	·	-3	-0.1	·	10
Cc1ccccc1-c1ccc([C@@H]2[C@H]3CN(C(=O)Nc4ccc(F)cc4)CCCCN3[C@H]2CO)cc1	6	2	-0.3	-26	7	0.3	-4.4	-30
CCn1cc(CN2CCCC(C(=O)Nc3ccc(-c4nc5ccccc5[nH]4)cc3)C2)c(C)n1 (stereo not given)	12	-2	·	11	2	0.0	0.4	11
C[C@H]1CN([C@@H](C)CO)C(=O)Cc2cc(NC(=O)Cn3cnnn3)ccc2O[C@H]1CN(C)Cc1ccncc1	4&-2	-2&-4	-2.7&0.2	46&-2	1&11	0.1&0.2	1.0&5.1	-6&-11
COc1ccc(S(=O)(=O)Cc2ccc(C(=O)NC3CC3)o2)cc1	-1	0	·	-11	24*	0.3	0.1	-17
COc1cc(/C=N/NC(=O)Cc2ccc(Br)cc2)cc(OC)c1O	7	1	-1.6	22	·	0.0	-1.0	-6
CCOC(=O)N1CCC(NC(=O)CN2C(=O)CSc3ncccc32)CC1	-8	0	·	7	3	0.0	-2.5	-5
O=C(CN1CCOCC1)N1CCCCN2[C@H](CO)[C@H](c3ccc(-c4ccccc4)cc3)[C@@H]2C1	2	3	0.3	-1	6	-0.1	-0.1	-4
CC(NC(=O)c1cccnc1)c1ccc2c(c1)OCO2 (stereo not given)	-2	-4	·	18	5	·	-2.0	-4
O=S(=O)(c1ccc2ccccc2c1)N(CC1CO1)c1ccccc1 (stereo not given)	·	1	·	3	-6	0.1	-0.1	-20
Cc1noc(C)c1S(=O)(=O)Nc1ccc2c(c1)CC(=O)N([C@@H](C)CO)C[C@@H](C)[C@@H](CN(C)CC1CC1)O2	4	-3	-0.1	13	-4	0.1	-2.0	6
COC(=O)[C@]12CCCCC=C1N(Cc1ccc(Cl)cc1Cl)C(=O)[C@H](CC(=O)NCc1ccc(OC)c(OC)c1)C2	·	-1	0.2	-16	-2	-0.1	0.1	-3
COc1ccc(NC(=O)Nc2cc(C)ccn2)cc1	2	1	·	-2	-2	0.1	2.8	-1
COc1ccc(N2CC(C(=O)Nc3nc4ccc(F)cc4s3)CC2=O)c(OC)c1 (stereo not given)	6	3	·	-8	-3	0.3	-0.3	-11
CC(=O)Nc1ccc(S(=O)(=O)N2CN(c3ccc(C)cc3)c3nc4ccccc4nc32)cc1	-9	5	-0.5	-6	-9	0.1	3.4	1
Cc1ccc(NC(=O)C2CCCN(S(=O)(=O)c3cccc4nonc34)C2)cc1 (stereo not given)	10	-1	2.0	7	-3	0.0	1.3	-26
Oc1cc(NCc2ccc(F)cc2)cc2cccnc12	3	29	0.2	·	-8	0.7	-2.8	-5
Cc1ccc2nc(-c3cccc(NS(C)(=O)=O)c3)cc(-c3ccccc3)c2c1	·	-3	·	1	14	0.0	0.1	-16
CCOC(=O)C1=C(CN2CC(C)CC(C)C2)NC(=O)NC1c1ccc2c(c1)OCO2 (stereo not given)	·	2	0.2	-31	-4	0.4	-0.3	8
C[C@H]1CN([C@@H](C)CO)C(=O)c2cc(N(C)C)ccc2O[C@@H]1CN(C)C(=O)Nc1cccc2ccccc12	-2	-1	-4.5	-8	5	-0.9	2.9	-4
CC1CCC(NC(=O)c2cc(S(=O)(=O)N3CCCCC3)ccc2N2CCOCC2)CC1 (stereo not given)	-17	-6	-0.6	-65	-4	0.1	1.9	-5
Cc1cccc(C)c1NC(=O)CCCCCC1NC(=O)NC1C (stereo not given)	-2	1	2.3	-11	-2	0.1	1.3	-35
CCOCCCNC(=O)CN1C(=O)/C(=C/c2ccccc2C)Sc2ccccc21	-2	-2	0.3	-7	1	0.4	0.0	-12
Cc1nn(Cc2ccccc2Cl)c(Cl)c1C(=O)NCCc1ccccc1	·	-2	·	1	1	0.0	-0.8	-8
CC1CC(C)CN(S(=O)(=O)c2ccc(C(=O)N3CC(C)OC(C)C3)cc2)C1 (stereo not given)	2	-2	2.5	-13	-1	0.1	-1.7	0
Cn1ncc(C(N)=O)c1NC(=S)NC(=O)c1ccc(Br)o1	·	-1	-0.8	9	2	0.0	-2.5	-2
CO[C@@H]1CN(C)C(=O)c2ccc(NC(=O)Nc3cccc(F)c3)cc2OC[C@@H](C)N(C)C[C@@H]1C	8	0	-0.1	-6	-6	-0.4	·	2
COc1ccccc1CNC(=O)CSC1=NCCS1	-8	1	·	-20	2	0.0	0.3	-15
CS(=O)(=O)N1[C@H](CO)[C@H](c2ccccc2)C12CN(C(=O)C1CC1)C2	·	-2	0.1	14	-7	-0.1	-0.4	8
CCN(CC)c1ccc(NC(=O)C2CCCC2)cc1	1	1	-0.1	·	6	0.0	-3.5	1
CCOC(=O)C1CSCCS(=O)(=O)N1Cc1ccc(Cl)cc1 (stereo not given)	·	2	0.0	-11	2	-0.1	-1.2	4
C/C=C/c1ccccc1[C@H]1[C@@H](C#N)N(C(=O)NC2CCCCC2)[C@H]1CO	·	0	0.0	-15	-4	0.0	-1.4	-4
COc1ccccc1-c1cnc2c(c1)C(=O)N([C@@H](C)CO)C[C@H](C)[C@H](CN(C)C)O2	6&7&9	-2&2&1	0.4&-0.6	11&14	?	-0.1&-0.2	-1.2&0.2&-0.1	9&4&0
C[C@H](NC(=O)c1ccco1)C(=O)NCCc1ccc(S(N)(=O)=O)cc1	14	8	0.0	-8	-4	-0.2	1.1	-10
C[C@H](CO)N1C[C@H](C)[C@@H](CN(C)CC2CCCCC2)OCCCC[C@H](C)Oc2ccc(NC(=O)Cc3ccccc3)cc2C1=O	-1	3	0.0	-6	-3	0.6	-2.7	-1
C[C@H]1CN([C@@H](C)CO)C(=O)c2cc(-c3cccc(F)c3)cnc2O[C@@H]1CN(C)Cc1cccc(F)c1	·	·	-0.1	-14	·	-0.8	-2.0	·
CS(=O)(=O)c1nc(S(=O)(=O)c2ccc(Cl)cc2)c(N2CCCCCC2)s1	-13	0	·	47*	6	0.1	0.6	-3
c1ccc(C2=NC(c3ccccc3)CC2)cc1 (stereo not given)	0	-2	-0.1	-2	8	-0.1	1.8	-3
CN1CCN(C(=O)C[C@H]2C[C@H]3c4cc(NC(=O)Nc5ccccc5)ccc4O[C@H]3[C@@H](CO)O2)CC1	-5	·	0.0	4	4	0.1	-2.5	·
CCOc1ccc(S(=O)(=O)n2cnc3cc(C)c(C)cc32)cc1	2	-1	·	-5	2	·	0.5	-12
COc1ccccc1NC(=O)c1ccc(NC(=O)CN2CCCCC2)cc1	10	5	-0.2	·	6	-0.1	2.0	0
Cc1cccc(S(=O)(=O)N2CC[C@@H]3[C@@H](CO)N(C)c4ccc(Br)cc4[C@@H]32)c1	2	-9	0.4	-17	-5	0.3	0.7	-15
Cc1ccc2c(c1)NC(=O)C(CC(=O)NCCCN1CCCC1)O2 (stereo not given)	-4	-11	·	2	-4	0.0	4.0	-1
CCOc1cc(N2CCOCC2)c(OCC)cc1NC(=O)c1ccco1	·	1	·	8	-4	-0.2	-0.8	0
COc1ccc(CN(CC2CCCO2)C(=O)c2cc3ccccc3oc2=O)cc1 (stereo not given)	·	4	1.7	-19	-1	0.0	0.1	-8
CCC(C(=O)NCc1ccccc1)n1c(-c2ccc3c(c2)CCO3)nc2ccccc21 (stereo not given)	·	-1	0.1	-30	-4	0.0	3.2	-17
CCN1CCN(c2cc3nc(C)n(Cc4ccccc4)c(=O)c3cc2NC(=O)c2ccccc2F)CC1	·	-3	-0.1	3	-1	1.2	-8.2	-43
O=C(C[C@@H]1C[C@@H]2c3cc(NC(=O)C4CCC4)ccc3O[C@@H]2[C@@H](CO)O1)NCc1cc(F)ccc1F	-5	2	-0.4	-5	-4	0.6	-5.4	3
CS(=O)(=O)N(CC(=O)Nc1ccccc1C(=O)N1CCOCC1)c1ccc(Cl)cc1	1	-6	-0.1	16	4	0.4	-1.9	-9
Cc1cc(=O)oc2cc(NC(=O)c3cc(F)ccc3F)ccc12	-4	1	·	8	1	0.0	1.7	-11
COc1ccc(CCNC2CC(=O)N(C3CCCCC3)C2=O)cc1OC (stereo not given)	-12	9	0.8	-3	26*	0.0	0.2	-17

Some entries already given, limited to CASP6 VEID inh, RAD52 anneal inh and E-sel inducer:
| structure | CASP6 VEID inh | RAD52 anneal inh | E-sel inducer |
| --- | --- | --- | --- |
| CC1CCC(NC(=O)c2cc(S(=O)(=O)N3CCCCC3)ccc2N2CCOCC2)CC1 (stereo not given) | -6 | -5 | -0.6 |
| CC1CC(C)CN(S(=O)(=O)c2ccc(C(=O)N3CC(C)OC(C)C3)cc2)C1 (stereo not given) | -2 | 0 | 2.5 |

(further entries)
SMILES	RAD54 branch	CASP6 VEID inh	E-sel inducer	GSIS activator	DENV2 CPE rescue	XiGFP reactiv	CFTR F508del cor	RAD52 anneal inh
COc1ccc(-c2ccccc2NC(=O)C2CCCN(Cc3ccco3)C2)cc1 (stereo not given)	7	2	·	-3	4	0.3	-0.8	-3
CCN1CCN(C(=O)c2cc(COc3c(C)cccc3C)on2)CC1	0	-1	·	-4	2	0.0	0.1	-11
CC(C)(C)N1OC2CC1c1nc3ccccc3n1C2 (stereo not given)	-14	5	0.3	15	4	0.0	0.1	-7
COc1c(C)cc(Br)cc1C(=O)Nc1cccc(-c2nc3ncccc3o2)c1	2	0	4.9	3	?	0.0	4.2	-2
